Screens as filed in PubChem BioAssay.
KCNK9 block – inhibitors of human KCNK9 two-pore domain potassium channel. B-score at 10 µM. Q9NPC2. HEK293 KCNK9, FluxOR thallium flux fluorescence; active compounds read low. AID 488922. hit rate 1.2% among 310,000;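 active = ratio B-score over 3 SD below the library mean, with starting fluorescence within 5 SD of its mean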;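 note: negative B-score means less thallium flux so channel inhibition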
TRPC4 PAM – allosterically enhances the mouse TRPC4 cation channel; Q9QUQ5; HEK293 TRPC4beta/mu-opioid, DAMGO EC20, Fluo-4 Ca2+ flux; active compounds read high; B-score at 10 µM; hit rate 0.42% among 310,000; AID 2227;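 active = B-score of calcium response area above 5 SD of library B-scores, with initial fluorescence ratio within 5 SD of library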;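 note: B-score of integrated fluorescence ratio over time as area under calcium response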
KCNQ1 pot – potentiators or activators of human KCNQ1 potassium channel | AID 2648 | B-score at 10 µM | CHO-K1 KCNQ1, thallium flux FluxOR fluorescence; active compounds read high | hit rate 0.35% among 310,000;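 active = fluorescence ratio B-score, a plate-corrected score, at least three library SD, with initial intensity B-score within 5 SD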
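Schedule – 37 °C overnight plating, 90-min dark dye load, 20-min compound pretreatment · System – stable KCNQ1 CHO-K1 line · Probe or stimulus – thallium- and potassium-containing depolarizing buffer · Measured by – kinetic FluxOR fluorescence, 10 s baseline plus 110 s post-stimulus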
hERG rescue – hERG (human) protection from proarrhythmic block; Q12809; CHO-hERG, FluxOR thallium flux, dofetilide IC70 present; activation (rescue from dofetilide block), less the hit threshold, % at 10 µM; hit rate 0.51% among 310,000; AID 1511;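 active = activation above the mean of controls blocked by dofetilide plus 5 SD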;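 note: thallium influx through hERG after potassium depolarization seen as dye fluorescence rise; in these data hits start at about 4.7%; inactives centre near -7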
Target sequence (Q12809 whole entry, looked up): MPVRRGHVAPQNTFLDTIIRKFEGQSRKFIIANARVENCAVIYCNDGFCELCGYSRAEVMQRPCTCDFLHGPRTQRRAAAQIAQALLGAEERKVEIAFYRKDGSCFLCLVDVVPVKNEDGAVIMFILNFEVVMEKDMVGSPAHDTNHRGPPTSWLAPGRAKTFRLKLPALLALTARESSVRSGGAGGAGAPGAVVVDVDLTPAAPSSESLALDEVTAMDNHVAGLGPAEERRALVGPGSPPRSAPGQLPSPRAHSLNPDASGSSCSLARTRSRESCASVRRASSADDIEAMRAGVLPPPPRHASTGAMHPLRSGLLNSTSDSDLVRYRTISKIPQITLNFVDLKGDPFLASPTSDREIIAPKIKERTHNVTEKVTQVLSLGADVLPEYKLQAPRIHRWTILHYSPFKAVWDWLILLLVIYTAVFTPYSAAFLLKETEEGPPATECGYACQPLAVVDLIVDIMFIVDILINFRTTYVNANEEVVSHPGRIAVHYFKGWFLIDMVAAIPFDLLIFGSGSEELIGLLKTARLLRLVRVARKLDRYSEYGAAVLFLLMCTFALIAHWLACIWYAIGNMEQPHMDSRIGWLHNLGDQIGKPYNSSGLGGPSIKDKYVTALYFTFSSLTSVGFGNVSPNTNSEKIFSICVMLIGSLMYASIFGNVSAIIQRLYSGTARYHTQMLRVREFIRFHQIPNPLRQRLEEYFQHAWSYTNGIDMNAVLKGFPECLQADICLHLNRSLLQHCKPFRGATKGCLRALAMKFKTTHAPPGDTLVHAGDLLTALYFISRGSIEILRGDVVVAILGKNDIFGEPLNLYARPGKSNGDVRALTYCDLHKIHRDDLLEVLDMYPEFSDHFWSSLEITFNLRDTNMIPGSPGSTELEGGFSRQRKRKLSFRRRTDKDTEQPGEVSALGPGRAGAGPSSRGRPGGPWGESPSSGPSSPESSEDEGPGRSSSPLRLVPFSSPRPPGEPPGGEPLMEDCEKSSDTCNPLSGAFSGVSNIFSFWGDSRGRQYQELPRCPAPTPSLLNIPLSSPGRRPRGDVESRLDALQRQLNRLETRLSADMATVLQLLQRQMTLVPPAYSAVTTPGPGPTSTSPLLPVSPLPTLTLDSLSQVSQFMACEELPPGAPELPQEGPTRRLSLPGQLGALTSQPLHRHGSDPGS
TRPC4 act – TRPC4 (mouse) channel activation | Q9QUQ5 | HEK293 TRPC4beta/mu-opioid, Fluo4 calcium fluorescence; active compounds read high | B-score at 10 µM | hit rate 0.49% among 310,000;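 active = B-score above 5 SD of library B-scores, and initial fluorescence ratio not above library mean plus 5 SD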;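 note: positive B-score marks a calcium rise read as TRPC4 activation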
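Incubation: 45 min room-temperature Fluo4 loading, 110 s read / System: HEK293 cells stably co-expressing mouse TRPC4beta and mu-opioid receptor / Signal: Fluo4 fluorescence, kinetic / Control set: buffer (low) and maximal DAMGO (high) / Measure: integrated baseline-normalised fluorescence ratio, converted to per-well B score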
Platelet DG rel – platelet dense granule release activity | human platelet-rich plasma, SFLLRN dense granule ATP release, luminescence | inhibition, %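 (compounds screened at 7.5 µM in platelet-rich plasma)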 | hit rate 0.22% among 300,000;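 active = mean replicate score, as percent of positive control, at or above 50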
DYRK1A inh – blocks rat Dyrk1A kinase activity | inhibition, % at 12.5 µM | AID 504441 | Q63470 | hit rate 0.43% among 310,000 | ADP-Glo luminescence, NFATc1 peptide; in the data active = inhibition above about 50%;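 note: plate controls were vehicle with enzyme for no effect and no enzyme for full effect; many of its hits are not listed in these tables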
KCNQ1 inh – inhibitors of human KCNQ1 potassium channel | P51787 | CHO-K1 KCNQ1, FluxOR thallium flux fluorescence; active compounds read high | B-score at 10 µM | hit rate 1.3% among 310,000 | AID 2642;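 active = compounds whose thallium flux B-score, printed positive for inhibition, exceeds three library SD while starting fluorescence stays within three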;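 note: channel opened by potassium depolarization with thallium stimulus after 20 min compound exposure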
TRPC4 block – TRPC4 (mouse) channel inhibition; B-score at 10 µM; hit rate 0.39% among 300,000; Q9QUQ5; AID 2247; HEK293 TRPC4beta/mu-opioid, DAMGO-evoked Fluo4 calcium flux; active compounds read low;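 active = B-score over 3 SD under the library average, no early fluorescence shift, positive overall ratio signal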
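Test system – stable TRPC4beta/mu-opioid receptor HEK293 cells · Probe or stimulus – DAMGO, a submaximal dose followed by a maximal one · Dosing – one concentration per compound · Signal – Fluo4 calcium fluorescence by kinetic imaging, 5 s 1 Hz baseline · Evaluation – per-well B score of integrated baseline-normalized Fluo4 ratio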
KCNK3 block – human KCNK3 channel inhibition, primary screen; O14649; CHO-KCNK3 thallium flux, FluxOR fluorescence; active compounds read low; B-score at 10 µM; hit rate 0.84% among 340,000; AID 602410;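 active = B-score under library mean minus 4 SD, starting fluorescence ratio at most library mean plus 5 SD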;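 note: more negative B-score means stronger inhibition of thallium flux through KCNK3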
PolyA inhibitor – inhibitors of polyadenylation in S. cerevisiae. S. cerevisiae SKY197-pL101 polyadenylation reporter, beta-gal luminescence; efflux-impaired pdr1/pdr3 knockout yeast; score 100 = 6 SD above DMSO. calls only at 12 µM. hit rate 0.02% among 300,000;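 active = lowest replicate activity score at least 50, where 100 means six control SD above control mean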;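 note: yeast exposed to compound for 9 h at 30 °C; higher score means more reporter readthrough which indicates perturbed polyadenylation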
Starred values were filed as active, the others as inactive; i = inactive; . = no result given. This is a subset (hit frequency here may not be typical).

Molecule	KCNK9 block	TRPC4 PAM	KCNQ1 pot	hERG rescue	TRPC4 act	Platelet DG rel	DYRK1A inh	KCNQ1 inh	TRPC4 block	KCNK3 block	PolyA inhibitor
COc1ccc(C(=O)Nc2cc(C)c(NC(=O)c3ccccn3)cn2)cc1	i	i	i	-2.6	i	13.6	-9.1	i	i	i	i
CCc1ccc(NC(=O)CNC(=O)[C@@H]2Cc3ccccc3CN2)cc1	i	i	i	-8.2	i	-13.6	1.6	i	i	i	i
COc1cc(NC(=O)c2cccc(C)c2)c(Cl)cc1[N+](=O)[O-]	i	i	i	-3.3	i	11.5	-5.4	i	i	i	i
COc1ccc(Cl)cc1-c1nc(SCC(=O)NCCN2C(=O)CSC2=O)n[nH]1	i	i	i	-4.1	i	5.3	-3.4	i	i	i	i
CCN(CC)c1ccc(Nc2nc(Cl)ncc2Br)cc1	i	i	i	-9.0	i	1.4	9.2	i	i	i	i
COc1ccc(CC(=O)OCC(=O)NC(=O)NC23CC4CC(CC(C4)C2)C3)cc1	i	i	i	-9.7	i	-1.8	-0.5	i	i	i	i
CC(=O)Nc1ccc(N(C(=O)c2ccccn2)C(C(=O)NC2CCCCC2)c2ccc(F)cc2)cc1 (configuration not stated)	i	i	i	-5.8	i	6.9	-0.8	i	i	i	i
CCOC(=O)CSC1=C(C#N)C(c2ccco2)C(C(=O)Nc2cccc(C(F)(F)F)c2)=C(C)N1 (configuration not stated)	i	i	i	-13.9	i	-3.3	-2.5	8*	i	i	i
CCN1C(=NCC(C)C)N[C@@H](c2cccc(C(F)(F)F)c2)C(C(=O)OC)=C1C	i	i	i	-10.0	i	2.0	-0.9	i	i	i	i
CN(C(=S)Nc1ccc(SC(F)F)cc1)c1ccc(O)cc1	i	i	i	-6.3	i	-2.8	-1.6	i	i	i	i
O=C(O)CCCN1C(=O)/C(=C/c2ccc(-c3nc4ccccc4s3)o2)SC1=S	i	i	i	-16.6	i	-3.7	-10.0	i	i	i	i
COc1ccc2nc(Nc3nc(C)c(C(C)=O)s3)sc2c1	i	i	i	3.6	i	-4.2	-3.5	i	i	i	i
COc1ccc(/C(C)=N/NC(=O)CNC(=O)COc2ccccc2)c(OC)c1	i	i	i	-6.3	i	13.3	-1.2	i	i	i	i
CN(CC1CCOCC1)C(=O)CC1C(=O)NCCN1CC(c1ccccc1)c1ccccc1 (configuration not stated)	i	i	i	-5.5	i	7.9	5.1	i	i	i	i
CC(=O)N(c1ccccc1)c1c(F)c(F)c(F)c(F)c1F	i	i	i	-6.5	i	-0.3	-0.2	i	i	i	i
Cc1ccc(-c2csc(N(CCCN(C)C)C(=O)c3ccco3)n2)cc1	i	i	i	-26.6	i	-6.5	.	i	-6*	i	i
Cc1ccc(C(=O)CCC(=O)OCC(=O)N(C)c2c(N)n(Cc3ccccc3)c(=O)[nH]c2=O)cc1	i	i	i	-5.7	i	-12.1	-4.1	i	i	i	i
O=C(COC(=O)c1ccc(F)cc1)Nc1ccccc1N1CCOCC1	i	i	i	-9.6	i	-4.0	0.2	i	i	i	i
COc1ccc(C(=O)N(CC2CCCO2)C(C(=O)NC2CCCC2)c2ccc(C)cc2)cc1OC (configuration not stated)	i	i	i	-8.7	i	2.2	0.8	i	i	i	i
Cc1cccnc1NC(=O)CCc1nnc2ccc(NCc3ccco3)nn12	i	i	i	-8.3	i	-0.2	4.7	i	i	i	i
Cc1ccc2ncccc2c1N	i	i	i	0.1	i	-1.5	-0.1	i	i	i	i
Cc1ccc(-n2c(-c3ccncc3)n[nH]c2=S)cc1C	i	i	i	4.5	i	7.6	-0.4	i	i	i	i
COc1cc(NC(=O)COC(=O)c2nc3nc(C)cc(C)n3n2)cc(OC)c1	i	i	i	-13.6	i	-7.8	2.8	i	i	i	i
C[C@@H](NC(=O)[C@@H]1Cc2ccccc2CN1)C(=O)NC1CCCCC1	i	i	i	-11.6	i	-6.2	-0.2	i	i	i	i
Cn1nnc2cc(NC(=O)Nc3cccc(C(F)(F)F)c3)ccc21	i	i	i	-5.8	i	3.2	-2.4	i	i	i	i
Cc1ccc(C)n1-c1ccc(C(=O)NCc2ccncc2)cc1	i	i	i	-21.1	i	5.2	-7.9	i	i	i	i
COc1ccc(NC(=S)N2C3CCC2CC(NC(=O)NC24CC5CC(CC(C5)C2)C4)C3)c(OC)c1 (configuration not stated)	i	i	i	-15.1	i	-1.9	-0.7	i	i	i	i
CCOc1ccccc1NS(=O)(=O)c1ccc(OC)c(OC)c1	i	i	i	-17.8	i	-2.2	-4.7	i	i	i	i
COc1ccc(NCCc2ccccn2)cc1	i	i	i	-3.4	i	6.0	-3.4	i	i	i	i
O=C(Nc1ccc(C(=O)N2CCCCC2)cc1)Nc1cccc(Cl)c1	i	i	i	-3.4	i	17.1	13.0	i	i	i	i
Cc1ccc(C)n1CCN1CCN(C(=O)c2ccc(Cl)cc2)CC1	i	i	i	-4.6	i	15.7	.	i	i	i	i
CCN(C(=O)CCN1C(=O)S/C(=C\c2ccccc2)C1=O)C1CCS(=O)(=O)C1 (configuration not stated)	i	i	i	-7.2	i	-2.4	.	i	i	i	i
CCN(CC)CCN(C(=O)c1ccc(N2C(=O)CCC2=O)cc1)c1nc2cc3c(cc2s1)OCO3	i	i	i	-17.4	i	-0.4	.	i	i	.	i
CC(=O)c1cccc(NS(=O)(=O)c2ccc(-c3cnc(C4CC4)o3)cc2)c1	i	i	i	-14.0	i	-0.3	-1.1	i	i	i	i
Cc1ccc(S(=O)(=O)C(C#N)c2nc3ccccc3nc2OCCO)cc1 (configuration not stated)	i	i	i	-3.3	i	8.4	0.7	i	i	i	i
Cc1onc(-c2ccccc2)c1NC(=O)N(CCC(=O)O)Cc1ccccc1	i	i	i	-10.1	i	3.3	.	i	i	i	i
N/C(=N\N=C\c1cccs1)SC1CC(=O)N(c2cccc([N+](=O)[O-])c2)C1=O (configuration not stated)	i	i	i	-2.0	i	-2.3	-3.6	i	i	i	i
COc1ccccc1N1CCN(C2=CC(=O)CCC2)CC1	i	i	i	-11.7	i	7.8	-3.5	i	i	i	i
CN(C)S(=O)(=O)c1cccc(NC(=O)CN2C(=O)NC(CCc3ccccc3)C2=O)c1 (configuration not stated)	i	i	i	-19.9	i	6.3	-7.4	i	i	i	i
CCOC(=O)NCCc1c(C)nc2c(c(C)nn2C(C)(C)C)c1C	i	i	i	-18.4	i	9.7	.	i	i	i	i
O=C(CCn1c(=S)[nH]c2cc3c(cc2c1=O)OCO3)NCc1ccccc1Cl	i	i	i	-8.3	i	-3.7	-6.9	i	i	i	i
CCn1c(-c2ccc([N+](=O)[O-])cc2)n[nH]c1=S	i	i	i	-3.8	i	-0.1	4.3	i	i	i	i
CCOC(=O)Cc1nnc(NC(=O)COc2ccc(F)cc2)s1	i	i	i	-5.9	i	22.6	0.4	i	i	i	i
CCOc1ccc(S(=O)(=O)N(C)CC(=O)NCc2ccco2)cc1	i	i	i	-6.4	i	-2.6	-6.2	i	i	i	i
CCCCNC(=O)c1cc2c(=O)n3cccc(C)c3nc2n(Cc2ccccc2)c1=N	i	i	i	-8.7	i	-2.4	.	i	i	i	i
CCOC(=O)CCSc1nc(C)c2cc(C)c(C)cc2n1	i	i	i	-7.4	i	-5.0	9.9	i	i	i	i
COC(=O)c1cc2sccc2n1CC(=O)Nc1cc(OC)cc(OC)c1	i	i	i	-1.9	i	-3.4	.	i	i	i	i
CC(C)Oc1cccc(C(=O)C2CCCN(S(=O)(=O)C(C)C)C2)c1 (configuration not stated)	i	i	i	-15.8	i	1.2	6.3	i	i	i	i
COc1cc(CCC(=O)OCC(=O)Nc2ccc(Br)cc2F)cc(OC)c1OC	i	i	i	-1.4	i	-5.6	0.0	i	i	i	i
COc1cccc2cc(C(=O)C3=C(O)C(=O)N(Cc4ccco4)C3c3cccnc3)oc12 (configuration not stated)	i	i	i	-2.9	i	3.2	0.2	i	i	i	i
O=C(c1cccc(Cl)c1)c1nn(-c2ccccc2)c(=O)cc1C(F)(F)F	i	i	i	-10.9	i	12.6	5.6	i	i	i	i
Cc1c(C(=O)NC(c2ccccn2)C(F)(F)F)oc2c(F)cccc12 (configuration not stated)	i	i	i	-3.5	i	-3.1	.	i	i	i	i
O=C(COC(=O)c1cccnc1Cl)Nc1ccc2c(c1)OCO2	i	i	i	-7.6	i	6.2	.	i	i	i	i
COc1ccc(C/C(C)=N/NC(=S)Nc2ccc(C(C)C)cc2)cc1	i	i	i	-5.2	i	11.7	1.3	i	i	i	i
CN(C)S(=O)(=O)c1ccc(NC(=O)c2ccccn2)cc1	i	i	i	-10.8	i	8.5	0.4	i	i	i	i
COc1cccc(N(CC(=O)Nc2cccnc2)S(C)(=O)=O)c1	i	i	i	-5.6	i	-1.9	-0.3	i	i	i	i
CC(C)(C)NC(=O)CSc1nccn1Cc1ccccc1	i	i	i	-4.9	i	2.6	-4.8	i	i	i	i
CC(=O)NNC(=O)CC(=O)Nc1nc(C23CC4CC(CC(C4)C2)C3)cs1	i	i	i	-6.3	i	2.8	-3.8	i	i	i	i
CC(C)c1ccc(N(C(=O)c2csnn2)C(C(=O)NC(C)(C)C)c2cccnc2)cc1 (configuration not stated)	i	i	i	-17.1	i	10.1	2.3	i	i	i	i
COc1ccc(CC(=O)NC(C)CCc2ccccc2)cc1OC (configuration not stated)	i	i	i	-1.7	i	-2.1	-2.6	i	i	i	i
O=C(NCc1ccc(Cl)cc1)C1CCCN(c2ncnc3c2nc2n3CCCCC2)C1 (configuration not stated)	i	i	i	-8.0	i	-8.3	-3.1	i	i	i	i
